SENP7 inh: inhibitors of human SENP7 protease; Q9BQF6; recombinant SENP7, Z-RLRGG-aminoluciferin luminescence, 40 min; inhibition, % at 5 µM; 330,000 tested, 1.5% active;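 active means inhibition above about 50% at the single test dose, limit read from the data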;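 further: plate controls were DMSO with enzyme for no effect and no enzyme buffer wells for full effect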
SENP8 block-1: inhibitors of human SENP8 protease; 360,000 tested, 0.64% active; Q96LD8; AID 602440; recombinant SENP8, Nedd8 substrate fluorescence; inhibition, % at 20 µM; in the data active means inhibition mostly above about 40%, no sharp cut-off; inactive means mostly below about 27%
Target sequence (Q96LD8 whole entry, looked up): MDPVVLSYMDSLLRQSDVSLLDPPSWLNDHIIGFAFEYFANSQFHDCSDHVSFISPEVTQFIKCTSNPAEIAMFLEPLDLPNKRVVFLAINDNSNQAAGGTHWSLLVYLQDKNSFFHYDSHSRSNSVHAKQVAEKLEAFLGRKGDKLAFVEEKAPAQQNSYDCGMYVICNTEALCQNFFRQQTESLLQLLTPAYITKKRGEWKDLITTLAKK
SENP1 inh: blocks the human SENP1 SUMO protease catalytic domain; recombinant SENP1 catalytic domain, CyPet-SUMO1-YPet FRET cleavage; inhibition, % at 10 µM; 360,000 tested, 0.21% active; AID 624204;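 active means inhibition at least 30% at 10 µM, raw YFP signal under a set limit, fluorescence ratio 0.5 to 1.5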;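 further: 0% = enzyme with DMSO and 100% = no enzyme wells; some results filed as inactive read as strong as hits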
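material = recombinant human SENP1 catalytic domain, His6-tagged | quantity = 20 pM enzyme | reagent = 25 nM SUMO1 FRET substrate | compound dosing = 10 µM single point, 0.5% DMSO | timing = 50 min enzyme reaction, room temperature, light-protected | detection = FRET, CFP and YFP emission | control set = no-enzyme low, enzyme-DMSO high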
PfGluPho inh: PfG6PD (Plasmodium falciparum) enzyme inhibition | PfGluPho enzyme, NADPH resazurin-diaphorase fluorescence | inhibition, % at 20 µM | 350,000 tested, 0.78% active | AID 504690;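 active means inhibition reaching at least a set limit at 20 µM in the primary screen, cut at about 59% in these data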;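 further: 0% = DMSO wells with substrate and 100% = DMSO wells lacking glucose-6-phosphate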
Apaf-1 inh: human Apaf-1 inhibition. O14727. 330,000 tested, 0.71% active. inhibition, % at 20 µM. reconstituted apoptosome caspase-3 activity, DEVD-Rh110 fluorescence. AID 489030; active means inhibition of at least 40% at 20 µM;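 further: plate controls were DMSO wells for no effect and DEVD-CHO caspase inhibitor wells for full effect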
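Material: reconstituted apoptosome with Apaf-1, cytochrome c, caspase-9, procaspase-3, dATP. Technique: Rh110 fluorescence intensity. Buffer or medium: pH 7.5 Hepes buffer with CHAPS, BSA, DTT. Times: 30 min plus 50 min, RT.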
SENP6 inh: SENP6 protease inhibition | inhibition, % at 10 µM | Recombinant SENP6 catalytic domain, aminoluciferin luminescence | AID 2599 | 330,000 tested, 1.8% active;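 active means inhibition above about 50% at the single tested dose, limit read from the data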;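 further: plate controls were DMSO wells with enzyme for no effect and DMSO wells lacking enzyme for full effect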
SENP8 block-2: inhibitors of human SENP8 protease | purified SENP8, Z-RLRGG-aminoluciferin cleavage, luminescence | inhibition, % at 10 µM | 330,000 tested, 1.2% active | AID 2540; in the data active means inhibition above about 50%
HKDC1 inhibitor: inhibitors of human hexokinase HKDC1 | recombinant HKDC1, G6PDH/diaphorase resazurin coupled fluorescence | 340,000 tested, 0.16% active | inhibition, % at 20 µM | Q2TB90;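 active means inhibition above about 35% when tested at 20 µM, limit read from the data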;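 further: plate controls were DMSO wells with enzyme for no effect and DMSO wells lacking enzyme for full effect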
Target sequence (Q2TB90 whole entry, looked up): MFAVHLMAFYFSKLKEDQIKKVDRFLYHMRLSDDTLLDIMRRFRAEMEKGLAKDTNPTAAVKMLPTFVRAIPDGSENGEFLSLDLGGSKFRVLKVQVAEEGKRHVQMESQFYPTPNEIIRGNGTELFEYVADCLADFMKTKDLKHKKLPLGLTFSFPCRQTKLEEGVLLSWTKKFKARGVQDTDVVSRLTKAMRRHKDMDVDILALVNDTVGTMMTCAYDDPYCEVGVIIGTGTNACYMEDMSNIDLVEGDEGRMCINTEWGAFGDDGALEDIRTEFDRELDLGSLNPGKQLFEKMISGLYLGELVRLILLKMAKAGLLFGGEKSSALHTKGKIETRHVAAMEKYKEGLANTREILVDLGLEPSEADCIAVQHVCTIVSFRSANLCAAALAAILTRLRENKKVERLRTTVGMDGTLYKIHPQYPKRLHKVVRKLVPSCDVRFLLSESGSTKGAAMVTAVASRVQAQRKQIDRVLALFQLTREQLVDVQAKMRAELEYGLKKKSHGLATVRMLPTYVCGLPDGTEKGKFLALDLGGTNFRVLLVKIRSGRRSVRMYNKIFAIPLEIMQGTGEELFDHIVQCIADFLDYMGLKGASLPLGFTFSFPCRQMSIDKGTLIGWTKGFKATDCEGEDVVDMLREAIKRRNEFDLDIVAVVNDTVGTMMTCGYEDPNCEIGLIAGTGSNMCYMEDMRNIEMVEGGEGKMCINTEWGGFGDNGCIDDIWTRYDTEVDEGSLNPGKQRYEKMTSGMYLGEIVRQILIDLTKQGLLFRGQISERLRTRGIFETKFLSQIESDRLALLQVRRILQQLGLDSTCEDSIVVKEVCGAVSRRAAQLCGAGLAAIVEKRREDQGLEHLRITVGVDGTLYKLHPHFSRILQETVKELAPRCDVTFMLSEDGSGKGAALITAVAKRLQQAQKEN
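Test system: HK5 enzyme. Quantity: 5 µg/mL HK5 final. Reagent: glucose and ATP substrates. Schedule: 90 min reaction incubation at room temperature, dark. Technique: resazurin-to-resorufin fluorescence via G6PDH and diaphorase coupling, 525/613 nm. Control set: DMSO wells with and without enzyme mix.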
* hit, by the source's call; nt = not tested or not shown; & = joins results of further samples.

SMILES | SENP7 inh | SENP8 block-1 | SENP1 inh | PfGluPho inh | Apaf-1 inh | SENP6 inh | SENP8 block-2 | HKDC1 inhibitor
O=C1C(=Cc2ccco2)CCC1=Cc1ccco1 | nt | 2 | 11 | 49 | nt | nt | nt | 27
Cc1ccccc1NC(=O)C1CC(=O)n2ncnc2N1 (stereo unspecified) | -7 | 18 | -1 | -1 | -27 | -13 | 0 | -2
COc1ccc(S(=O)(=O)NC(C)c2ccccc2)cc1C(=O)N1CCCCC1 (stereo unspecified) | 5 | 1 | 0 | -2 | -14 | 8 | -6 | 1
COc1ccc(-c2nn(C)c(=O)[nH]2)cc1 | -2 | -3 | 2 | 2 | -20 | -1 | 7 | -7
CC(C)(C)c1ccccc1OCCCCCNCCO | -2 | 5 | 2 | 35 | -3 | -6 | -3 | -5
Cc1ccc(C2=NOC(C)(c3nnc(-c4ccc(F)cc4)o3)C2)cc1 (stereo unspecified) | 19 | 20 | -4 | 13 | 17 | 4 | -3 | 0
c1ccc(CNc2ncnc3c2cnn3Cc2ccccc2)cc1 | -7 | 3 | 1 | 8 | 3 | -12 | 1 | 8
COc1ccccc1CCC(=O)Nc1ccc(OC)c(S(=O)(=O)N2CCOCC2)c1 | 11 | 4 | 2 | 10 | 6 | -15 | 1 | -6
COc1cccc(NC(=O)CNC(=O)c2ccc(OC)c(OC)c2)c1 | -3 | 14 | 1 | 0 | -2 | -14 | 0 | -1
COc1cccc(/C=C2\C=C(c3ccc(C)cc3)OC2=O)c1OC(C)=O | -3 | -254 | -22 | 4 | 8 | 9 | 8 | 2
Cc1onc(-c2ccccc2)c1C(=O)N/N=C/c1cn(C)c2ccccc12 | 6 | -5 | 0 | 90* | 9 | -5 | -2 | 4
C#CCNC(=O)C1=C[C@@H](C)C[C@@H](OCc2ccc(CO)cc2)O1 | -2 | 4 | -2 | 8 | -8 | -5 | 4 | -1
Cc1ccc[n+](-c2nc3ccccc3nc2C(=C=[N-])C#N)c1 | -4&1 | 0&13 | 7&17 | -1&-6 | 2&6 | -14&-7 | -2&-6 | 3&1
COc1ccc(NC(=O)c2sc(N)nc2-c2ccccc2)cc1 | -1 | 4 | 0 | -10 | -1 | -11 | -3 | 3
CCC(C)C(NC(N)=O)C(=O)Nc1ccc(C(=O)OC)cc1 (stereo unspecified) | -15 | 3 | 2 | 9 | -1 | -16 | -9 | -4
COC(=O)Cc1c(C(=O)OC)nnn1-c1ccc(OC)cc1 | -1 | 8 | 0 | 11 | -14 | -2 | 1 | -18
COc1ccc(NC(=O)c2c(NC(=O)CCC(=O)O)sc(-c3ccccc3)c2C)cc1 | -7 | 2 | 0 | 53 | 1 | -6 | 5 | -13
COc1cc(NC(=O)CSc2ncnc3sc4c(c23)CCCC4)c(C(=O)O)cc1OC | 3 | 3 | 0 | -2 | 6 | -9 | 6 | 19
CN1C(=O)N(C)C2(c3ccccc3)Nn3c(s/c(=C/c4ccco4)c3=O)=NC12c1ccccc1 (stereo unspecified) | 2 | -6 | -6 | 6 | 1 | 11 | 5 | -5
O=C(COc1ccc(-n2cnnn2)cc1)NC(=O)NCc1ccccc1 | 1 | 9 | 0 | -4 | -3 | -9 | 6 | 1
Cc1cc(C)c(NC(=O)CNC(=O)CSc2nnc(N)s2)c(C)c1 | -1 | 20 | 2 | 17 | -8 | -13 | -6 | -5
CCNC(=S)NNC(=O)c1cc(C2CC2)nc2ccccc12 | 7 | -65 | 2 | -6 | -11 | 4 | 4 | -5
CCN(CC)CCCNc1ncnc2scc(-c3ccc(F)cc3)c12 | 11 | 5 | 0 | -13 | -1 | 4 | -1 | -7
Cc1cc(=O)oc2cc(NS(=O)(=O)c3ccc(F)cc3)ccc12 | -1 | -428 | -186 | -6 | -23 | 4 | 0 | -3
Cc1ccc(C(=O)c2ccc(N3CCN(C)CC3)c([N+](=O)[O-])c2)cc1 | -5 | 47* | 0 | 6 | -2 | -10 | -6 | -12
COc1cccc([C@@H]2Oc3ccc(Br)cc3C(=O)[C@H]2OC(=O)NC2CCCC2)c1 | -20 | nt | nt | 18 | 26 | -13 | -11 | 4
Cc1cc(C)c(C(=O)N2CCCC(CNS(=O)(=O)c3cccs3)C2)o1 (stereo unspecified) | 4 | 13 | 2 | -10 | 6 | 3 | -2 | -5
C=CCn1c(SCC)nc2sc3c(c2c1=O)CCc1ccccc1-3 | -3 | 14 | 1 | -1 | 3 | -6 | 0 | 0
COc1cc2c(cc1NC(=O)c1ccc(C(C)(C)C)cc1)CCCC2 | -10 | 16 | 1 | 12 | 37 | -23 | -10 | 4
Cc1cccc(Sc2nc(-c3ccccc3)ccc2C#N)c1 | 2 | -85 | -11 | -1 | 2 | -14 | -10 | -5
O=C(NCc1ccccc1)C(=O)NCC1OCCN1S(=O)(=O)c1ccc([N+](=O)[O-])cc1 (stereo unspecified) | 4 | 10 | -1 | 9 | -5 | 11 | 3 | -4
O=C(CCN1C(=O)c2ccccc2S1(=O)=O)Nc1ccc(F)cc1F | 5 | -1 | 0 | 1 | 1 | -2 | 2 | -4
CN(C1(C)CCS(=O)(=O)C1)S(=O)(=O)c1ccc(F)cc1 (stereo unspecified) | -4 | 6 | 1 | -8 | -3 | -5 | 5 | -5
COC(=O)Nc1sc2c(c1C(=O)NCc1ccco1)CCC2 | 3 | 12 | -5 | -2 | -14 | -4 | -1 | -7
COc1ccc(-c2nnn(CC(=O)N(Cc3cccs3)C(C)C(=O)NCCC(C)C)n2)cc1OC (stereo unspecified) | 1 | 26 | 1 | -14 | 20 | -1 | -2 | -3
C[C@H]1C=C(C(=O)NC2CC2)O[C@@H](OCc2ccc(CO)cc2)C1 | -14 | 2 | -2 | -10 | -3 | -9 | -13 | -5
Cc1ccc(OCCCC(=O)Nc2nccs2)cc1 | -7 | 26 | 0 | 9 | 18 | -10 | -9 | -8
Cc1cc(C)c2nc(SCCC#N)nc(C)c2c1 | 5 | -12 | 1 | 0 | 16 | -6 | -1 | 4
COc1ccc(-n2c(C)cc(C(=O)COC(=O)c3ccc(O)cc3O)c2C)cc1 | 1 | 4 | -2 | -10 | 5 | 5 | -1 | 0
O=C(Cn1nc(-c2ccccc2)ccc1=O)Nc1ccc(-n2cnnn2)cc1 | -1 | 11 | 3 | -7 | 1 | -10 | -6 | 4
COc1ccc(/C=C/C(=O)NCC(=O)N/N=C/c2cc(Br)ccc2OCc2ccccc2)cc1 | 1 | 14 | 3 | 5 | 16 | 12 | 3 | -6
COc1ccccc1OCCCCOc1ccccc1C(C)=O | 3 | 21 | -3 | -6 | 7 | -7 | -4 | -2
CCOC(=O)COc1c(C=O)cc(Br)cc1OC | 1 | 5 | 1 | 12 | 8 | -4 | -2 | 12
Cc1cc(/C=C2\SC(=S)NC2=O)c(C)n1-c1ccccc1 | 3 | 1 | -43 | -13 | 11 | 15 | 14 | 11
Cc1ccc(C(=O)O)cc1-c1ccc(/C=C2\SC(=O)N(CC(=O)Nc3ccc4c(c3)OCO4)C2=O)o1 | -5 | -297 | -23 | -13 | 22 | -12 | 1 | 32

Fetched one by one from above, 6 records:
SMILES | SENP7 inh | SENP8 block-1 | SENP1 inh | PfGluPho inh | Apaf-1 inh | SENP6 inh | SENP8 block-2 | HKDC1 inhibitor
Cc1cc(/C=C2\SC(=S)NC2=O)c(C)n1-c1ccccc1 | 3 | 1 | -43 | -13 | 11 | 15 | 14 | 11
Cc1ccc(C(=O)O)cc1-c1ccc(/C=C2\SC(=O)N(CC(=O)Nc3ccc4c(c3)OCO4)C2=O)o1 | -5 | -297 | -23 | -13 | 22 | -12 | 1 | 32
O=C(NCc1ccccc1)C(=O)NCC1OCCN1S(=O)(=O)c1ccc([N+](=O)[O-])cc1 (stereo unspecified) | 4 | 10 | -1 | 9 | -5 | 11 | 3 | -4
COc1ccc(-c2nnn(CC(=O)N(Cc3cccs3)C(C)C(=O)NCCC(C)C)n2)cc1OC (stereo unspecified) | 1 | 26 | 1 | -14 | 20 | -1 | -2 | -3
CN(C1(C)CCS(=O)(=O)C1)S(=O)(=O)c1ccc(F)cc1 (stereo unspecified) | -4 | 6 | 1 | -8 | -3 | -5 | 5 | -5
C[C@H]1C=C(C(=O)NC2CC2)O[C@@H](OCc2ccc(CO)cc2)C1 | -14 | 2 | -2 | -10 | -3 | -9 | -13 | -5

Other structures
SMILES | SENP7 inh | SENP8 block-1 | SENP1 inh | PfGluPho inh | Apaf-1 inh | SENP6 inh | SENP8 block-2 | HKDC1 inhibitor
CC1(C)Oc2c(ccc(O)c2CN2CCOCC2)C2=C1CCCC2 | nt | 4 | -19 | 39 | nt | nt | nt | 0
CCCCn1c(=NC(=O)c2ccco2)c(C(=O)OCC)cc2c(=O)n3cccc(C)c3nc21 | 7 | -462 | -32 | 5 | 13 | -8 | 5 | 3
Cc1cc(C)nc(NS(=O)(=O)c2ccc(NC(=O)c3nn(-c4ccccc4)ccc3=O)cc2)n1 | 0 | 4 | 0 | 1 | -7 | 1 | 1 | -3
O=C(Cc1coc2cc(O)ccc12)NNC(=O)c1ccc(Br)s1 | 3 | -58 | -19 | -12 | -5 | 4 | 1 | 1
CC(C)(C)N/N=C/c1cc(Cl)cc([N+](=O)[O-])c1O | -3 | 32 | 6 | 2 | -3 | 16 | 3 | 14
C=CCn1c(SCC(N)=O)nnc1-c1cc(Br)ccc1O | -5 | 8 | 3 | -3 | -2 | -2 | -10 | -2
COc1ccc(N2C(=O)CSC23C(=O)Nc2ccccc23)cc1OC (stereo unspecified) | 4 | -173 | 1 | 4 | -9 | -4 | 7 | 14
CCC(=O)NC(=S)Nc1ccc(NC(=O)c2ccco2)cc1 | -2 | 6 | 2 | 8 | -8 | 13 | 5 | -7
COc1ccc(C(=O)N2CCN(c3ccc(NC(=O)c4cccnc4)cc3)CC2)cc1 | 1 | 19 | 0 | -4 | 11 | -10 | -7 | 4
Cc1cc(=O)oc(C)c1C(=O)n1nc(C)c2c1C[C@@H]1[C@H]2C1(C)C | 8 | 10 | -3 | -4 | 0 | -11 | 3 | -3
Cc1ccc(NC(=O)CCC(=O)c2cccs2)cc1 | 1 | 5 | 2 | -4 | 0 | 16 | -4 | 3
COc1ccc(NC(=O)CSCc2cc(=O)n3ccsc3n2)cc1 | 0 | 13 | 2 | 22 | 3 | 5 | 5 | -8
Cc1ccc(/C(O)=C2\C(=O)C(=O)N(CCN(C)C)C2c2ccccc2F)cc1 (stereo unspecified) | 7 | -5 | 1 | -5 | -5 | -2 | -1 | -4
CCOc1ccc(N(C(=O)c2cc3ccccc3oc2=O)C2C=CS(=O)(=O)C2)cc1 (stereo unspecified) | 2 | 0 | 0 | 0 | -16 | 9 | 5 | -3
C=CCN1C(=O)/C(=N/n2cnnc2)c2ccccc21 | -5 | 18 | 3 | 13 | 10 | -14 | -16 | -3
CCc1ccc(C2c3[nH]c4ccccc4c3CCN2C(=O)CNC(N)=O)cc1 (stereo unspecified) | 2 | 1 | 0 | 10 | 12 | -9 | 0 | 3
Cc1occc1-c1nnc(SCC(=O)c2ccc(F)cc2)n1Cc1ccco1 | -5 | 9 | 0 | 18 | 2 | 10 | 8 | -6
C/C(=N\Nc1ccccn1)c1ccc(Br)s1 | 3 | 10 | 1 | 28 | 15 | 5 | -3 | 1
Cc1cc(C)c2sc(N(CCCN(C)C)C(=O)c3ccc(S(=O)(=O)N4CCCc5ccccc54)cc3)nc2c1 | 0 | 16 | 1 | 14 | 37 | -6 | -3 | 0
Cc1ccc(NC(=O)CC2SC(=NC3CCCCC3)NC2=O)cc1 (stereo unspecified) | 1 | 18 | 2 | 5 | 4 | -3 | -2 | -13
COc1cc(OC)c(-c2sc(Nc3ccccc3)n[n+]2-c2ccc(F)cc2)cc1OC | -6 | -410 | 1 | 3 | -5 | -15 | 9 | -1

Screens (PubChem)
